Screening data deposited in PubChem by National Center for Advancing Translational Sciences (NCATS).
GLS inh: glutaminase GLS (human) inhibition; O94925; GLS enzymatic activity, qHTS titration; Potency, µM (titrated, usually from 45.5 µM), for inactives: at the top dose activity change, negative = inhibition, most hits filed as inhibitors; 410,000 tested, 0.21% active; AID 624170; also: potency is read from the fitted curve at half-maximal effect; % is scaled to controls: 0 for no effect and ±100 for the full control effect
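hKGA in 45 mM KH2PO4 pH 8.2, 0.02% Tween-20 with pin-transferred compounds; 1 mM L-glutamine (stock) plus glutamate oxidase/HRP/Amplex Red coupling added. Fluorescence read initially and after 30 min at RT.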
Pin1 inhibitor: human Pin1 inhibition; Q13526; AID 504891; Pin1 FP peptide displacement, HiFluor488, 10 min; 390,000 tested, 0.009% active; Potency, µM (series often up to 115 µM), for the others: at the top dose activity, negative = inhibition, most hits filed as inhibitors; active = well fitted inhibition curve with a large enough effect in the polarisation, with a control signal flat, not every such curve was filed as active; inconclusive = small, poorly fitted or top-dose-only effect, or effect the other way, or a change in a side signal; inactive = no such curve, though single readings can be large or run the other way; the % refers to the polarisation; also: potency is read from the fitted curve at half-maximal effect; % is scaled to controls: 0 for no effect and ±100 for the full control effect
ERG-DNA inh: ERG Ets/DNA interaction inhibition | Potency, µM (highest dose often 76.9 µM), for inactives: at the highest dose FP activity, negative = inhibition, most hits filed as inhibitors | P11308 | fluorescence polarization, His-ERG Ets domain / labelled DNA | 370,000 tested, 0.028% active; active = well fitted inhibition curve with a large enough effect in the polarisation, with a control signal flat; inconclusive = small, poorly fitted or top-dose-only effect, or effect the other way, or a change in a side signal; inactive = no such curve, though single readings can be large or run the other way; the % refers to the polarisation;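 also: polarization taken with two DNA probes labelled with fluorescein and Texas red; potency is read from the fitted curve at half-maximal effect; % of control where 0% means no effect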
Target sequence (P11308 whole entry, looked up, the tested form may be a part): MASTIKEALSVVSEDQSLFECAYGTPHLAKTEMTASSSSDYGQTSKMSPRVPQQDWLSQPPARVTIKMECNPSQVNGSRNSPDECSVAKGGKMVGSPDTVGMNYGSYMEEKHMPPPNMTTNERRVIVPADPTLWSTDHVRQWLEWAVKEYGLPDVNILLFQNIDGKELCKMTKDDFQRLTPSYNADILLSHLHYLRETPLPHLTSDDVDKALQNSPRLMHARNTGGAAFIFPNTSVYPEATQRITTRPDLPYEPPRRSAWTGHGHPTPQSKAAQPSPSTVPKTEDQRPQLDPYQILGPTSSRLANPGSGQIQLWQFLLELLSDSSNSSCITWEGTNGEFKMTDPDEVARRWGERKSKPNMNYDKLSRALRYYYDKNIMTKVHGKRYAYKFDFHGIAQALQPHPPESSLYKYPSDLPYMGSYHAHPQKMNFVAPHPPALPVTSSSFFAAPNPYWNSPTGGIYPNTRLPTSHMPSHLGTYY
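His-tagged ERG Ets domain (1 uM in the protein solution; 300mM KCl, 50mM Tris-HCl, 1mM EDTA, 1mM DTT, pH 7.5) received compound, then a probe mix of 5 nM fluorescein-DNA and 100nM Texas-615-DNA. Fluorescence polarization was read for both dyes.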
JMJD2A Tudor inh: blocks the human JMJD2A Tudor domain. O75164. AlphaScreen JMJD2A-Tudor / H3K4me3 peptide binding. Potency, µM (titrated, usually from 114 µM), for inactives: at the top dose activity change, negative = inhibition, hits mostly inhibitors. 390,000 tested, 4.4% active. AID 504339; also: potency is read from the fitted curve at half-maximal effect; % is scaled to controls: 0 for no effect and ±100 for the full control effect; nearly all actives have a fitted effect of over 50% in size
BAZ2B inh: blocks human BAZ2B; AlphaScreen BAZ2B-H3K14Ac peptide displacement; Potency, µM (highest dose often 114 µM), for inactives: at the top dose activity change, negative = inhibition, actives largely listed as inhibitors; 360,000 tested, 4.4% active; AID 504333; also: potency is read from the fitted curve at half-maximal effect; % is scaled to controls: 0 for no effect and ±100 for the full control effect; nearly all actives have a fitted effect of over 60% in size
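Compounds, titrated to a top concentration of 110 uM, were incubated 30 min at room temperature with preformed BAZ2B/acetyl-K14 H3 peptide complex (50 nM each). Proximity signal was measured by AlphaScreen after 20 min with beads.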
Tb PGK inh: blocks T. brucei phosphoglycerate kinase. P07378. AID 602233. PGK/GAPDH coupled, Kinase-Glo luminescence, 60 min. 380,000 tested, 0.043% active. Potency, µM (highest dose often 57.5 µM), inactives show top-dose activity change, negative = inhibition, hits mostly inhibitors; also: potency is read from the fitted curve at half-maximal effect; % is scaled to controls: 0 for no effect and ±100 for the full control effect; nearly all actives have a fitted effect of over 60% in size
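Recombinant glycosomal PGK reaction used 1,3-bisphosphoglycerate generated in-well by GAPDH (100nM final) in 100mM TEA pH 7.6, 5mM MgCl2, 0.01% Tween-20. After 60 minutes at room temperature, ATP was read by Kinase-Glo Plus luminescence end-point.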
HP1b chromo inh: inhibitors of HP1-beta chromodomain binding to methylated histone tails. AID 540317. P83916. Potency, µM (series often up to 114 µM), for the others: top-dose activity change, negative = inhibition, actives largely listed as inhibitors. 390,000 tested, 0.56% active. AlphaScreen HP1-beta / biotin-H3K9me3 peptide binding; also: potency is read from the fitted curve at half-maximal effect; nearly all actives have a fitted effect of over 70% in size; inactives centre near 23
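AlphaScreen: HP1-beta (50 nM) preformed 30 min with biotin-H3(1-18)K9me3 peptide (50 nM) in PBS pH 7.4, 0.01% Tween-20. Compound added for 30 min at RT, then streptavidin donor/nickel chelate acceptor beads (10 ug/mL) for 30 min.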
G9a inh: inhibitors of human histone lysine methyltransferase G9a; Potency, µM (top dose mostly 102 µM), without a hit: at the top dose activity, negative = inhibition, hits mostly inhibitors; 350,000 tested, 8.8% active; AID 504332; G9a H3K9 monomethylation, AlphaScreen, 2 h; also: potency is read from the fitted curve at half-maximal effect; % is scaled to controls: 0 for no effect and ±100 for the full control effect; nearly all actives have a fitted effect of over 75% in size
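Using a bead-based AlphaScreen, monomethylated H3K9 product from 2 h room-temperature reactions (G9a 20 nM, peptide 500 nM, SAM 20 uM) was detected with 0.5 ug/mL rabbit anti-H3K9me1 antibody.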
PI4K2A inh: inhibitors of human PI4K2A | Q9BTU6 | 420,000 tested, 0.13% active | activity change, negative = inhibition, % at 76.9 µM | purified PI4K2A, ADP-Glo luminescence, 1 h; hits give low values | AID 1346378; in the data active = activity change below about -50%; inconclusive = mostly about -30% to -49%;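 also: -100% = wells without enzyme as full effect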
Target sequence (Q9BTU6 whole entry, looked up): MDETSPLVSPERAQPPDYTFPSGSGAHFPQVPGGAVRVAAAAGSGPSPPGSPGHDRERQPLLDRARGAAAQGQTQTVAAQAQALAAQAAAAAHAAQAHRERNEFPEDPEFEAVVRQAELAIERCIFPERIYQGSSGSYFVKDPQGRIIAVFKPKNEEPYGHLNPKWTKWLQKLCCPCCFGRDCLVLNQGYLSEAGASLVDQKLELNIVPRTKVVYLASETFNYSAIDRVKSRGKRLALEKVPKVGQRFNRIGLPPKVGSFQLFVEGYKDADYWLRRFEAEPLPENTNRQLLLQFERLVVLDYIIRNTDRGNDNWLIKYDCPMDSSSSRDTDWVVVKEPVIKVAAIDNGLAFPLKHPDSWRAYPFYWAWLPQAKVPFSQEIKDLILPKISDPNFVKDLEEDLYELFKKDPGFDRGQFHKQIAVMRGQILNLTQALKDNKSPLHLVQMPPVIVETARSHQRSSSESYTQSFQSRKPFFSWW
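Compounds are screened against recombinant PI4K2A using PI as substrate and ATP, the latter dispensed at 300 microM. Reactions run one hour at ambient temperature before ADP-Glo detection; full inhibition defined by wells lacking enzyme.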
Starred values were filed as active, the others as inactive; i = inactive; ? = inconclusive; . = no result given; [ ] = dose if it differs, or a comment. Unless noted, calls follow the shape of the dose curve; as a rule, active = well fitted curve in the direction sought with a large enough effect; inconclusive = small, poorly fitted or top-dose-only effect, or another doubt; inactive = no such curve, though single readings can be large; an effect the other way counts as inactive or inconclusive.

BAZ2B inh | JMJD2A Tudor inh | HP1b chromo inh | Tb PGK inh | ERG-DNA inh | G9a inh | compound | GLS inh | PI4K2A inh | Pin1 inhibitor
-5% | -9% | -6% | -9% | 4% | 14% | CCOC(=O)c1ccc(NC(=O)/C=C/c2cccs2)cc1 | -1% | 2 | -1%
45µM* | ? | 5% | . | 11% | ? | COc1cccc(C2CNC3(CCCC(C)C3)c3[nH]c4ccccc4c32)c1OC (stereo unspecified) | -4% | 4 | -1%
. | -6% | 54%[activator] | 9% | 2% | . | Cc1noc(C)c1NC(=O)N(C)C[C@H]1Oc2c(NC(=O)c3ccncc3)cccc2C(=O)N([C@H](C)CO)C[C@@H]1C | 3% | -8 | -14%
-26% | -14% | 36% | i | -5% | ? | OC(CNCC#Cc1ccccc1)c1ccccc1 (stereo unspecified) | -3% | -2 | -3%
35%[activator] | -1% | 24% | -1% | 5% | ? | CC[N+]1(C)[C@@H]2CC[C@H]1CC(OC(=O)[C@H]1CCC(C(=O)OC3C[C@H]4CC[C@@H](C3)[N+]4(C)CC)(c3ccccc3)c3ccccc31)C2 (stereo partly specified) | -3% | -5 | -5%
-5% | -11% | 5% | -12% | 3% | -37% | O=C(Nc1ccc([N+](=O)[O-])cc1)C1C(c2ccccc2)=C1c1ccccc1 | 1% | 15 | -1%
4% | -11% | 35% | 2% | 0% | -30% | Cn1c(NC(=O)c2ccc(C(C)(C)C)cc2)cc(=O)n(C)c1=O | 7% | -7 | 6%
2% | -18% | 39% | -14% | 8% | 18%[12.7 µM] | CC(C)C[C@@H]1NC(=O)[C@H](Cc2ccccc2)N(C)C(=O)[C@H](C)NC(=O)c2ccccc2NC(=O)[C@H](Cc2ccc(O)cc2)N(C)C1=O | -1% | 7 | 16%
-1% | -5%[57.1 µM] | 47%[activator] | 2% | -6% | -3%[59 µM] | CCCCNC(=S)NNC(=O)c1csc(CC)c1 | -1% | 3 | 0%
5% | 13% | 28%[57 µM] | 0% | -3% | 14%[59 µM] | Cc1cc(C)cc(-n2c(SCC(=O)N3CCCCCC3)nc3c([nH]c4ccccc43)c2=O)c1 | 2% | 0 | -2%
? | -18% | 27% | 0% | -4% | . | CCN1CCc2c(sc(NC(=O)COc3ccccc3)c2C(=O)OC)C1 | 15% | -1 | 2%
1% | 11% | 55%[activator] | 11% | 0% | -11% | CCOc1cc2[nH]c(=S)n(Cc3ccc(C(=O)NCC(OC)OC)cc3)c(=O)c2cc1OCC | . | 4 | ?
-3% | 1% | 47%[activator] | -5% | 5% | -40%[12.7 µM] | COC(=O)c1ccccc1NC(=O)CSc1nnc(CNS(=O)(=O)c2ccc(C)cc2)n1C | 0% | 0 | -9%
-36% | ? | 5% | . | -4% | ? | Nc1c(-c2nc(-c3ccccc3)no2)nnn1CC(=O)Nc1ccccc1 | 5% | -6 | 21%
-4% | 0% | 17% | 0% | 13% | 13% | COc1ccc(OC)c(NC(=O)CCCC(=O)NC2CCCCC2)c1 | 0% | -1 | 4%
. | -17% | 17% | 10% | 8% | -27% | CC(C)(C)NC(=O)COC(=O)c1ccc(Cl)c(S(N)(=O)=O)c1 | 0% | 3 | -8%
68%[activator] | 88%[activator] | 99%[activator] | -5% | 7% | -5%[12.7 µM] | CCC1Oc2ccccc2N(Cc2ccccc2C)C1=O (stereo unspecified) | -1% | 2 | 0%
-10% | 8% | 31% | -7% | -7% | 1% | CCCOC(=O)c1ccc(NC(=O)c2cc(Cl)ccc2OC)cc1 | -2% | -1 | 15%
? | -16% | 57%[activator] | i | -2% | -27% | COCc1nnc(NC(=O)c2ccc(S(=O)(=O)N(CC(C)C)CC(C)C)cc2)o1 | 2% | -1 | -7%
-30% | 20µM* | ? | -2% | 27% | 40µM* | CC(=O)Nc1ccc(S(=O)(=O)N2CCC(N3CCCCCC3)CC2)cc1 | -2% | 5 | -3%

Arranged by molar mass (highest first): some entries from above.
BAZ2B inh | JMJD2A Tudor inh | HP1b chromo inh | Tb PGK inh | ERG-DNA inh | G9a inh | compound | GLS inh | PI4K2A inh | Pin1 inhibitor
35%[activator] | -1% | 24% | -1% | 5% | ? | CC[N+]1(C)[C@@H]2CC[C@H]1CC(OC(=O)[C@H]1CCC(C(=O)OC3C[C@H]4CC[C@@H](C3)[N+]4(C)CC)(c3ccccc3)c3ccccc31)C2 (stereo partly specified) | -3% | -5 | -5%
. | -6% | 54%[activator] | 9% | 2% | . | Cc1noc(C)c1NC(=O)N(C)C[C@H]1Oc2c(NC(=O)c3ccncc3)cccc2C(=O)N([C@H](C)CO)C[C@@H]1C | 3% | -8 | -14%
-3% | 1% | 47%[activator] | -5% | 5% | -40%[12.7 µM] | COC(=O)c1ccccc1NC(=O)CSc1nnc(CNS(=O)(=O)c2ccc(C)cc2)n1C | 0% | 0 | -9%
45µM* | ? | 5% | . | 11% | ? | COc1cccc(C2CNC3(CCCC(C)C3)c3[nH]c4ccccc4c32)c1OC (stereo unspecified) | -4% | 4 | -1%
. | -17% | 17% | 10% | 8% | -27% | CC(C)(C)NC(=O)COC(=O)c1ccc(Cl)c(S(N)(=O)=O)c1 | 0% | 3 | -8%
-5% | -9% | -6% | -9% | 4% | 14% | CCOC(=O)c1ccc(NC(=O)/C=C/c2cccs2)cc1 | -1% | 2 | -1%
-1% | -5%[57.1 µM] | 47%[activator] | 2% | -6% | -3%[59 µM] | CCCCNC(=S)NNC(=O)c1csc(CC)c1 | -1% | 3 | 0%

(more compounds)
BAZ2B inh | JMJD2A Tudor inh | HP1b chromo inh | Tb PGK inh | ERG-DNA inh | G9a inh | compound | GLS inh | PI4K2A inh | Pin1 inhibitor
20% | 36%[activator] | 48%[activator] | 2% | 3% | 40% | Cc1c(C(=O)N2CCCc3ccccc32)oc2ccccc12 | 3% | -7 | -3%
2% | -5% | 53%[activator] | -7% | 3% | 2% | Cc1onc(C(=O)NN)c1-c1csc(COc2ccccc2)n1 | 17% | -2 | -1%
-19% | -24% | 24% | 0% | 2% | 11%[2.33 µM] | C=C[C@@H]1c2ccccc2N(S(=O)(=O)c2ccc(C)cc2)[C@H](c2ccc(OC(C)=O)cc2)C1(C#N)C#N | 0% | 1 | 26%
. | -7% | 29% | 6% | 2% | . | COc1ccc(S(=O)(=O)N2CCCCC2)cc1NS(=O)(=O)c1ccccc1 | 0% | -1 | 4%
0% | -15% | 29% | -8% | -1% | 1%[59 µM] | COc1ccc(OC)c(S(=O)(=O)N2CCC(C(=O)N3CCc4ccccc4C3)CC2)c1 | 6% | 1 | 0%
-33% | -21% | 13% | -1% | -1% | ? | O=C(c1cc(=O)[nH]c2ccccc12)N1CCN(S(=O)(=O)c2ccc3ccccc3c2)CC1 | 5% | 9 | ?
-20% | ? | -13%[57 µM] | 3% | 23% | 9% | O=C(Cc1ccsc1)Nc1ccccc1F | 0% | -4 | 3%
12% | 13% | 36% | -1% | -9% | 5%[59 µM] | CCOC(=O)/C(C#N)=C/Nc1cc(OC)ccc1OC | 3% | 1 | 32%[activator]
-3% | -33% | 4% | 3% | 0% | 23% | O=C(N/C(=C\c1ccc(Br)cc1)C(=O)N1CCOCC1)c1ccc([N+](=O)[O-])cc1 | 0% | 10 | -3%
-21% | -21% | 4%[57 µM] | -1% | 3% | -2%[59 µM] | CN(C)c1ccc(CNC(=O)c2ccc3nc(CCc4ccccc4)oc3c2)cc1 | 0% | -6 | -9%
3% | -12% | 16%[57 µM] | -16% | -3% | -61%[59 µM] | O=C(Nc1ccc(C(=O)N2CCN(c3ccc(Cl)cc3)CC2)cc1)c1nsc2ccccc12 | 0% | -15 | 10%
? | -31% | 40%[activator] | -9% | 12% | 13%[2.33 µM] | CC(C)(C)OC(=O)CNC(=O)c1[nH]cnc1C(=O)NCCCCCN | 1% | -2 | -6%
8% | -2% | 27% | i | -1% | ? | Cc1cc2c(NC(=O)Nc3ccccc3)cccc2nn1 | -1% | 10 | 4%
? | -32% | 26% | -4% | 23% | -45%[59 µM] | COc1ccc(CCn2c(NN=C(C)C)nc3c2c(=O)[nH]c(=O)n3C)cc1 | 4% | -8 | ?
? | -15% | -11% | 4% | 2% | -1%[0.0925 µM] | O=C(c1cc(-c2ccc(Cl)cc2Cl)on1)N1CCN(C(=O)c2ccco2)CC1 | -3% | -1 | 3%
-6% | -11% | 38% | 5% | 6% | . | O=S(=O)(Nc1ccc(Cl)cn1)c1cccc(S(=O)(=O)c2ccccc2)c1 | 9% | -1 | 6%
-8% | -7%[57.1 µM] | 13% | -12% | -6% | 3% | COc1ccccc1CNC(=O)COc1ccc([N+](=O)[O-])cc1 | -9% | 1 | 2%
3% | -3% | 39% | 0% | -6% | 12% | CN(C)C=NC(=O)c1cccn1-c1ncc(C(F)(F)F)cc1Cl | -4% | 3 | -5%
-6% | -3% | 65%[activator] | 2% | -7% | ? | CCc1ccc(N2C(=O)C(Cl)=C(N3CCOCC3)C2=O)cc1 | -3% | -3 | ?
120%[activator] | 109%[activator] | 198%[activator] | -6% | -5% | 133%[activator][59 µM] | CCOC(=O)c1cnc(-c2ccccc2)nc1Oc1ccc(C)cc1 | 0% | 9 | 0%
10% | -14% | 20% | i | -11% | ? | Cc1ccc(Cn2ncc3c(NCCCN4CCOCC4)ncnc32)cc1 | -24% | 2 | 4%

Rows were taken by chance; any-hit rate near 11%.
